# EPAC1 antagonist = blocks human EPAC1 exchange factor | EPAC1 GEF assay, Rap1b-BODIPY-GDP exchange fluorescence | Potency, µM (top dose mostly 115 µM), without a hit: top-dose activity change, negative = inhibition, actives largely listed as inhibitors | actives 0.14% (n = 360,000) | O95398;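 further: potency means the concentration at half of the fitted maximal effect; plate controls were vehicle for no effect and positive control for full effect; nearly all actives have a fitted effect of over 50% in size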
# Target sequence (O95398 whole entry, looked up): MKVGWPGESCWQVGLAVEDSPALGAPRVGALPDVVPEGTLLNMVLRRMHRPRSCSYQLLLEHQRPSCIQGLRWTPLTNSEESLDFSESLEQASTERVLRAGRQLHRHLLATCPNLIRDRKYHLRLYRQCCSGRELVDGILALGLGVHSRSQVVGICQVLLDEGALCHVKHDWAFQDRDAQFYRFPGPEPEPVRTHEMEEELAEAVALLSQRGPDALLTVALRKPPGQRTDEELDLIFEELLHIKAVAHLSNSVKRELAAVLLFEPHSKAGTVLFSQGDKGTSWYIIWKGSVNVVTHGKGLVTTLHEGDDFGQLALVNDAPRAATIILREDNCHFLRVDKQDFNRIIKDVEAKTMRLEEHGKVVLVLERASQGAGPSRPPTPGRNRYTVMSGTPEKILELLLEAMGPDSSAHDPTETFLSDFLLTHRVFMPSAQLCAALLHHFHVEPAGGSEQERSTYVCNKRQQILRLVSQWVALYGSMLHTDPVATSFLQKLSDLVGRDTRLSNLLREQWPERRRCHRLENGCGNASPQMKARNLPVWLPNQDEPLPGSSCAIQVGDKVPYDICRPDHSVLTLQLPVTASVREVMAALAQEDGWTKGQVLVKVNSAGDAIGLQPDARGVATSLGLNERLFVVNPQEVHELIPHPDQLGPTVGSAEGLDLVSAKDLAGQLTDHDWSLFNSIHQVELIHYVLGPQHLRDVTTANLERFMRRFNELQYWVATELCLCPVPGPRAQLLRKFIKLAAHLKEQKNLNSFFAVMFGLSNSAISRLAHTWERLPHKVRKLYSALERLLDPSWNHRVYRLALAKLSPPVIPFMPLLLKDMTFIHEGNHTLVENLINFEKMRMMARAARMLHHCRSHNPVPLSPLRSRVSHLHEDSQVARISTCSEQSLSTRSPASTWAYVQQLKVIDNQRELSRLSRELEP
# FUS suppressor = suppressors of FUS proteinopathy in yeast | S. cerevisiae FUS-expressing, growth rescue, OD600, 24 h | Potency, µM (highest dose often 76.6 µM), for inactives: at the top dose growth rescue (activation), hits mostly activators | actives 0.24% (n = 390,000);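 further: potency means the concentration at half of the fitted maximal effect; plate controls were DMSO vehicle for no effect and reference control for full effect; nearly all actives have a fitted effect of over 55% in size; some results filed as inactive show a strong effect at the top dose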
#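 Compound concentration series was pinned onto galactose-induced FUS-expressing yeast seeded at OD 0.005. Plates sat 24hr at 30C; absorbance at 600 nm gave growth. DMSO served as background control.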
# WRN helicase inh = blocks human WRN helicase | Potency, µM (doses to about 114 µM), without a hit: at the top dose activity change, negative = inhibition, actives largely listed as inhibitors | actives 0.46% (n = 360,000) | AID 651768 | WRN helicase unwinding, fluorescent forked duplex, kinetic; further: potency means the concentration at half of the fitted maximal effect; on the % scale 0 is the no-effect control and ±100 the full control effect; nearly all actives have a fitted effect of over 55% in size
#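 WRN at 20 nM final was preincubated with compound for 15 min at room temperature; reaction started with 100 nM forked duplex oligonucleotide carrying fluorophore and quencher plus 2 mM ATP (final). Unwinding followed kinetically by red fluorescence (ex 525/em 598 nm).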
# aSyn yeast inh = alpha-synuclein toxicity inhibition in yeast. Yeast expressing alpha-synuclein, growth rescue, BacTiter-Glo, 24 h. Potency, µM (highest dose often 46.1 µM), for inactives: top-dose growth rescue (activation), usual class: activators. actives 0.14% (n = 370,000). AID 652106; further: potency means the concentration at half of the fitted maximal effect; % of control where 0% means no effect; nearly all actives have a fitted effect of over 65% in size
#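 Readout is rescue of growth in alpha-synuclein-expressing yeast, so inhibitors of toxicity appear as activators. Growth after 24 hr at 30 deg C in galactose medium is quantified by luminescence.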
# PI5P4Ka inh = blocks human PI5P4K alpha kinase activity; P48426; PI5P4Kalpha enzyme, ADP-Glo luminescence, 60 min; hits give low values; max response, %; actives 1.2% (n = 330,000); active means max response of -50% or lower; inconclusive means between -30% and -50%; inactive means -30% or higher; further: value at the top dose of about 77 µM; on the % scale 0 is the no-effect control and ±100 the full control effect
#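 Controls without substrate or without enzyme flank wells where PI5P4Kalpha converts substrate using 5 microM ATP (final). Incubation lasts 60 minutes at room temperature; ADP formed is read by ADP-Glo luminescence.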
# EPAC1 agonist = agonists of human EPAC1; O95398; actives 0.073% (n = 360,000); EPAC1 agonist qHTS, biochemical assay; response scale: 100% = response to 6.5 mM cAMP; Potency, µM (doses to about 154 µM), without a hit: at the top dose activation, usual class: activators; AID 720707; further: potency means the concentration at half of the fitted maximal effect; nearly all actives have a fitted effect of over 60% in size
#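 Nucleotide exchange by EPAC1 (100 nM) on Rap1B–BODIPY-GDP (250 nM) in the presence of 50 uM GDP is tracked fluorescently at 480/540 nm over 30 min. Signals are normalized to a 6.5 mM cAMP control.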
# IL-2 act = activates IL-2 in a cell-based reporter assay. IL-2 activation reporter assay, cell-based qHTS; stimulated with anti-CD3/CD4/CD28 beads; in transgenic mouse T cells. activation, % (series mostly up to about 46 µM). actives 0.065% (n = 360,000). AID 652025; in the data active means activation above about 50%; inconclusive means mostly about 30% to 49%; further: 0% is about no effect
#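 Unstimulated transgenic mouse T cells, 750 per well, received compound and, after 60 minutes, anti-CD3/anti-CD4 bead plus anti-CD28 stimulation. EGFP and DsRed were quantified after 18 hours.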
# PLK1 PBD block = inhibitors of human PLK1 polo-box domain binding. Potency, µM, inactives show max response, negative = inhibition, actives largely listed as inhibitors. P53350. actives 2.8% (n = 360,000). Plk1 PBD binding of FITC phosphopeptide, fluorescence polarization; further: potency means the concentration at half of the fitted maximal effect; series mostly up to about 57 µM; on the % scale 0 is the no-effect control and ±100 the full control effect; nearly all actives have a fitted effect of over 65% in size
# Abeta yeast res = compounds reversing amyloid beta toxicity in yeast; yeast expressing A-beta42, growth rescue, OD600, 48 h; response scale: 0% DMSO, 100% iron-clioquinol control; Potency, µM (top dose mostly 46.1 µM), inactives show at the highest dose growth rescue, usual class: activators; actives 0.063% (n = 410,000); AID 1347071; further: potency means the concentration at half of the fitted maximal effect; nearly all actives have a fitted effect of over 55% in size
#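 Yeast growth medium received pinned compounds, then yeast cells expressing toxic A-beta were added; plates incubated at 30 C for 48 hr. Growth read as absorbance at 600 nm, normalized to DMSO and equimolar FeCl3 plus clioquinol controls.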
# Numbers without * were called inactive; ? = inconclusive; nt = not tested or not shown; [ ] = dose if it differs, or a comment. Unless noted, the call rests on the fitted dose curve; in most records, active means well fitted curve in the direction sought with a large enough effect; inconclusive means small, poorly fitted or top-dose-only effect, or another doubt; inactive means no such curve, though single readings can be large; an effect the other way counts as inactive or inconclusive.
SMILES,EPAC1 antagonist,FUS suppressor,WRN helicase inh,aSyn yeast inh,PI5P4Ka inh,EPAC1 agonist,IL-2 act,PLK1 PBD block,Abeta yeast res
CN(C(=O)c1cccc(NC(=O)Cc2ccc(NC(=O)C3CCN(C(=O)C4CC4)CC3)cc2)c1)C1CC1,3.6%,-7.7%,-2.2%,-1.7%,-4.5,-21.5%,-0.2,-9.9%,-8.2%
COC(=O)CCC(=O)Nc1cccc(Br)c1,9.9%,-19.2%,4.9%,-8.0%,-5.2,-5.0%,1.2,3.3%,1.7%
Cc1cc(C)c2[nH]c(C(=O)Nc3ccc4c(c3)OCO4)cc2c1,-15.6%,12.0%,-8.0%,-4.2%,?,11.0%,-1.6,-14.7%,1.3%
Cc1cc(C=NCCCO)c(C)n1-c1cc(Cl)ccc1Cl,?,20.2%,9.6%,-2.2%,1.3,4.3%,-1.7,-9.9%,-5.4%
COc1cccc(NC(=O)C2(C)CCN2C(=O)Cc2ccc(-c3ccccc3)cc2)c1 (configuration not stated),-0.6%,34.0%,-5.4%,-2.2%,27.8,7.4%,0.7,-0.8%,-32.7%
COc1cc(SC)ccc1C(=O)N1CCN(c2ccccc2F)CC1,-6.7%,20.3%,0.7%,1.2%,-11.2,9.5%,-2.5,?,-23.3%
Cc1nc(SCC(=O)NC2CCCC2)[nH]c(=O)c1Cc1ccccc1,4.6%,-1.5%,0.9%,-1.5%,nt,4.5%,-1.3,0.5%,13.8%
Cn1c(-c2ccccc2)c(/C=N/NC(=O)c2ccc(O)cc2)c2ccccc21,5.8%,-20.1%,-6.7%,?,-94.8*,-8.2%,1.0,2.1%,?
COC(=O)c1ccc(C(=O)OC)c(NC(=S)N2CCC(C(N)=O)CC2)c1,13.2%,-32.2%,-5.5%,-0.7%,-0.1,-6.9%,-1.9,-11.1%,-2.1%
Cc1nc2c(nnn2Cc2ccccc2)c(=O)[nH]1,2.8%,16.6%,?,5.4%,-87.7*,11.5%,0.1,4.74µM*,-15.2%

# As entered above.
# In EPAC1 antagonist, `Cc1cc(C)c2[nH]c(C(=O)Nc3ccc4c(c3)OCO4)cc2c1` shows -15.6%
# In PLK1 PBD block, `Cn1c(-c2ccccc2)c(/C=N/NC(=O)c2ccc(O)cc2)c2ccccc21` shows 2.1%

# Later entries.
SMILES,EPAC1 antagonist,FUS suppressor,WRN helicase inh,aSyn yeast inh,PI5P4Ka inh,EPAC1 agonist,IL-2 act,PLK1 PBD block,Abeta yeast res
O=C(c1ccc2c(=O)n(C3CCCC3)c(=S)[nH]c2c1)N1CCN(C2CCCCC2)CC1,6.9%,nt,5.8%,-8.6%,0.8,1.0%,-0.2,2.8%,0.0%
CCOC(=O)c1[nH]c(C)c(/C(C)=N\O)c1C,4.5%,-3.0%,6.9%,-3.0%,1.6,12.3%,5.2,-6.6%,-6.3%
NC(=O)c1ccc(NC(=O)CN2C(=O)NC(c3ccccc3)(c3ccccc3)C2=O)cc1,6.2%,9.8%,-3.4%,3.5%,0.7,3.0%,0.2,-4.6%,-11.3%
O=C(c1ccco1)N1CCN(C(c2ccccc2)c2nnnn2C2CCCC2)CC1 (configuration not stated),-3.2%,-27.0%,-21.2%,10.4%,-4.0,7.6%,-1.1,2.2%,18.3%[9.22 µM]
COc1ccc(CCN(C(=O)C(F)(F)F)C(C(=O)NC2CCCC2)c2cccs2)cc1 (configuration not stated),-2.9%,-7.7%,-7.8%,-9.9%,nt,17.3%,-1.3,-6.1%,-1.7%
Cc1nnc(NC(=O)C(C)Sc2nnc(CNC(=O)c3ccccc3F)n2C)s1 (configuration not stated),1.5%,17.1%,1.6%,-3.6%,-4.3,1.3%,0.0,-8.2%,-2.2%
NC(=O)C(c1ccc(Cl)cc1Cl)c1ncc(C(F)(F)F)cc1Cl (configuration not stated),3.8%,2.2%,1.9%,5.8%,7.4,8.0%,-0.3,5.7%,13.3%
O=C(O)c1ccc(NC2=C/C(=N/S(=O)(=O)c3ccccc3)c3ccccc3C2=O)cc1,?,44.6%,?,-55.6%[inhibitor],?,-0.5%,-0.7,10.6µM*,-76.9%[inhibitor]
CSCc1ccc(C(=O)Nc2ccc(C(N)=O)cc2)cc1,-4.1%,-3.9%,-0.6%,5.7%,1.0,-2.1%,0.1,-7.3%,-11.7%
COc1ccccc1[N+](=O)[O-],-14.1%,-35.0%,-2.9%,-9.6%,0.4,11.9%,0.0,-4.0%,-15.5%
O=C(Cc1c(F)cccc1Cl)N1CCN(S(=O)(=O)c2cccc(F)c2)CC1,-9.2%,-5.6%,-5.9%,5.5%,3.4,13.8%,-0.1,-1.6%,2.9%
COc1ccc(OC)c(/C=N/NC(=O)CC(=O)NCc2ccccc2)c1,-16.9%,-53.6%,1.4%,-0.9%,6.9,-4.0%,0.2,1.5%,-10.2%
CCc1ccc(C2NC(=S)NC3=C2C(=O)CC(C)(C)C3)cc1 (configuration not stated),0.2%,-14.6%,5.2%,-9.1%,0.9,-9.7%,-2.3,-12.7%,-16.9%
O=C(Nc1cccc(C(F)(F)F)c1)N1CCN(C(=O)Nc2cccc(C(F)(F)F)c2)CC1,3.1%,5.9%,-3.5%,-5.1%,-1.0,-3.6%,-1.1,-4.9%,-0.3%
Cc1ccc(S(=O)(=O)CCC(=O)OCC(=O)NNC(=O)c2ccc([N+](=O)[O-])cc2)cc1,0.6%,nt,8.1%,0.1%,-2.6,-1.4%,-0.5,-10.9%,-7.5%
Cc1c(C(C)(C)C)sc(=NC(=O)c2ccccc2O)n1C,-5.9%,-6.3%,0.2%,-6.4%,6.9,-1.3%,-0.4,-0.7%,8.4%
CC(=O)c1ccc(OCCCC(=O)Nc2ccc(C)c(S(=O)(=O)N3CCOCC3)c2)cc1,?,14.0%,-12.8%,-1.3%,-3.9,21.2%,-1.3,-6.7%,7.1%
CCOC(=O)C1CCN(C(=O)c2cc3cc4ccc(C)cc4nc3o2)CC1,-4.3%,32.0%,-8.7%,2.4%,-0.4,5.0%,-0.6,-1.8%,-21.8%
NC(=O)C1CCN(C2CC(=O)N(Cc3cccs3)C2=O)CC1 (configuration not stated),0.0%,26.1%,-3.0%,-16.1%,nt,-5.4%,-2.4,1.6%,-62.7%[inhibitor]
CC(C)NC(=O)Nc1ccc2c(c1)C(=O)N([C@H](C)CO)C[C@H](C)[C@@H](CN(C)C(=O)NC(C)C)O2,1.9%,-19.8%,4.8%,1.9%,-0.5,4.4%,-0.2,1.6%,4.5%
C/C(=N\NC(=O)c1ccc([N+](=O)[O-])cc1)c1cc2ccccc2oc1=O,-15.6%,14.7%,-18.0%,7.9%,-9.4,5.2%,1.7,29.9µM*,-0.7%
COc1ccc(CCN(C)C(=O)c2ccc(S(=O)(=O)NCc3ccco3)cc2)cc1OC,-7.4%,-4.5%,0.6%,2.0%,-4.5,0.6%,-1.6,2.9%,17.3%
C(=Cc1cnnc2ccccc12)c1ccccc1,7.9%,-4.0%,-18.0%,0.4%,-0.4,11.7%,-0.6,-4.1%,-20.1%
O=C1C=Cc2ccccc2/C1=C/c1[nH]c(=O)[nH]c1O,8.4%,-0.3%,-2.7%,4.5%,-19.0,-4.3%,0.6,3.6%,-5.4%
COc1ccc(/C=C2\C(=O)N(Cc3ccc(F)cc3)CC(=O)N2Cc2ccccc2)cc1,-2.3%,18.1%,-5.4%,23.1%,-7.5,-5.8%,0.8,0.0%,8.8%
CC(=O)Nc1ccc(Sc2ccccc2C(=O)N2CCCC2)cn1,21.7%,-11.7%,5.8%,-3.3%,3.3,-4.1%,0.8,3.6%,11.1%
Cc1cc(C)c2oc(-c3cccc(NC(=O)c4ccc(F)cc4)c3)nc2c1,-3.6%,-41.4%,-22.9%,1.3%,-0.3,3.7%,-3.0,-2.3%,4.9%[9.22 µM]
S=c1[nH]nc(-c2cc(-c3ccco3)[nH]n2)n1-c1ccccc1Cl,-15.6%,?,50.1µM*,-6.1%,-56.6*,7.0%,-1.5,-23.2%,13.6%
C=CCOc1ccc(C2/C(=C(\O)c3ccc4c(c3)CC(C)O4)C(=O)C(=O)N2CCN2CCOCC2)cc1OCC (configuration not stated),-3.3%,?,-0.9%,-2.7%,15.2,-9.9%,-1.3,?,6.0%
Cc1c(N=C2NC(=O)C(CC(=O)Nc3ccc(Cl)cc3)S2)c(=O)n(-c2ccccc2)n1C (configuration not stated),1.4%,18.1%,-2.9%,10.1%,-13.5,-0.7%,0.0,-12.6%,16.9%
Cc1ccc(S(=O)(=O)N2CC(C)N(S(C)(=O)=O)C2)cc1 (configuration not stated),-16.1%,-19.3%,-25.2%,8.9%,0.6,-4.4%,-3.0,-2.4%,6.4%
CN(C(=O)c1ccncc1)C1CCS(=O)(=O)C1 (configuration not stated),0.2%,-1.6%,-2.7%,1.4%,nt,-7.5%,-1.2,-2.2%,6.4%
O=C(CSc1nnnn1-c1ccc(F)cc1)Nc1ccc(N2CCOCC2)c(Cl)c1,-18.0%,25.7%,-8.9%,-11.4%,nt,-7.9%,4.0,-4.3%,5.6%
Cc1nn(CC(O)COc2ccc3c(c2)CCC3)c(C)c1C (configuration not stated),-0.6%,17.3%,5.9%,25.2%,-28.8,0.1%,-0.5,3.36µM*,3.3%
CCOc1cccc(-c2nnc(SCC(=O)Nc3cc(OC)cc(OC)c3)n2N)c1,-4.6%,19.8%,1.8%,0.6%,nt,-0.4%,-1.6,0.8%,5.9%
COc1ncnc2c1ncn2CCCN1CCN(C(=O)C2CC2)CC1,7.9%,-8.5%,1.3%,-3.4%,0.2,4.4%,-3.1,-1.8%,6.2%

# High-throughput results deposited in PubChem by National Center for Advancing Translational Sciences (NCATS).

# This is a random part of the collection; about 4.1% have a hit in one of these screens.
